Source: PubChem (several laboratories)
MT stabilizer = microtubule stabilizers in HeLa cells. HeLa tubulin immunostaining HCS, 24 h; share of cells brighter than vehicle mean+2SD. 200,000 tested, 0.83% active. AID 2205. % tubulin-high responders, % at 10 µM;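 active means plate Z-score above 3 for both tubulin-high and condensed-nucleus cell shares, with cell loss under 80%, at 10 µM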;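 further: anti alpha tubulin signal scored within the nucleus-defined area of each cell; some results filed as inactive read as strong as hits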
PMI inhibitors = MPI enzyme activity inhibition – biochemical, fluorescence intensity, coupled assay, primary screen (AID 1209). inhibition, % at 20 µM, or IC50 in µM where a hit was titrated. purified PMI enzyme, coupled fluorescence intensity; higher % means a stronger effect. 190,000 tested, 0.42% active;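 further: plate controls were DMSO vehicle for no effect and wells lacking substrate for full effect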
Autophagy HCS = alters autophagy in cells | MEF GFP-LC3 puncta imaging; test concentration mostly 10 µM | calls only at 10 µM (by protocol) | 190,000 tested, 0.98% active;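 active means percentage of spot-positive cells more than 3 SD above its plate mean, without a fluorescence outlier flag or 80% toxicity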;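 further: spot-positive cell cutoff set from DMSO-treated cells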
human PMI inhibitors = human PMI inhibitors, high substrate, primary screen, biochemical, fluorescence intensity, high mannose 6-phosphate (AID 1220); recombinant PMI enzyme, coupled fluorescence intensity; higher % means a stronger effect; inhibition, % at 20 µM; hits with a dose series show IC50 in µM; 190,000 tested, 0.66% active
T cell modulator = T cell immune modulation candidate; 2C CD8+ T cell-vesicle binding, flow cytometry; stronger effect = lower value; calls only at 7 µM; 330,000 tested, 0.068% active;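 active means response, share of CD8 T cells binding vesicles, and their 90th percentile fluorescence all below set limits, cut at about 80% in these data, passing the limit was not always enough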
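Incubation: binding step 1.5 h, 37 °C, antibody labelling 20 min, ice; system: murine 2C transgenic CD8+ T lymphocytes; technique: cytometric PE anti-B7-1 and Alexa647 anti-CD8 signals after 1% paraformaldehyde fixation; also added: QL9-charged Drosophila Ld/ICAM-1/B7-1 vesicles; control set: naked versus QL9-loaded vesicles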
TNAP activators = stimulation of alkaline phosphatase TNAP activity – biochemical, luminescent, no phosphate acceptor, uHTS, primary screen (AID 1001) | activation fold at 20 µM; hits with a dose series show EC50 in µM | 200,000 tested, 0.03% active | purified TNAP, luminescent activation assay, no phosphate acceptor; higher activation fold means a stronger effect; in the data active means activation fold from about 3, or a potency from the dose series; inactive means the rest, 99 in 100 with activation fold below about 1.6; further: many of its hits are not listed in these tables
Ins promoter up = MIN6 insulin promoter up-regulation; AID 1625; MIN6 insulin promoter-GFP reporter, high-content imaging; stronger effect = higher value; z-score at 5 µM; 190,000 tested, 0.3% active;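 active means z-score above 3 at 5 µM with at least 500 cells counted in the well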
bCat nuc transl = beta-catenin nuclear translocation modulation | HeLa beta-catenin nuclear translocation, immunofluorescence imaging | nuclear translocation activity, % at 5 µM | 190,000 tested, 0.3% active;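 active means nuclear translocation activity above 50% at 5 µM, with a well cell count of 50 or more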;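 further: per-cell ratio of nuclear to cytoplasmic median beta-catenin stain intensity; plate controls were DMSO negative control for no effect and GSK-3 inhibitor IX positive control for full effect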
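Test system: human HeLa cell line; Doses: 5 µM primary, 0.02–20 µM confirmation; Incubation: 24 h compound exposure, 37°C; Detection: beta-catenin immunofluorescence imaging with DAPI; Read-out: beta-catenin nuclear/cytoplasmic ratio, % activation.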
Lipid droplet = hepatic lipid droplet formation modulation | AML12 mouse hepatocytes, oleate lipid droplets, BODIPY imaging | inhibition, % at 6.5 µM | 240,000 tested, 0.4% active | AID 1656;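 active means lipid droplet intensity inhibited by at least 50%, with more than 500 cells counted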
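Material – AML12 mouse liver cells · Also added – oleate loading, 100 µM · Compound dosing – 6.5 µM single-point dosing · Times – overnight treatment with compound plus oleate · Measured by – fluorescence imaging, 20x objective, two fields per well · Read-out – percent inhibition of filter-corrected integrated lipid droplet intensity per well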
Ins promoter up cell count = also measured in Ins promoter up; calls as there; cell count; measured here: cytotoxicity, nuclei count;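 total cells summed across four imaged fields per well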
Lipid droplet cells 6.5 µM = recorded beside Lipid droplet, whose call it bears; cell count; measured here: cell count, cytotoxicity flag;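 cells counted across two imaged fields per well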
bCat nuc transl cell count 5 µM = further read-out of bCat nuc transl, marked with its call; cell count; measured here: cell count, cytotoxicity flag
T cell modulator vesicle-bound % = recorded beside T cell modulator, whose call it bears; double positive events, %; measured here: CD8+ vesicle-bound cell fraction;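 binding gate set so that unloaded-vesicle control wells show 10% double positive cells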
MT stabilizer Hoechst-high % = recorded beside MT stabilizer, whose call it bears; % Hoechst-high responders; measured here: nuclear condensation Hoechst responders;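 share of cells brighter than vehicle mean plus two SD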
MT stabilizer cytotoxicity % = recorded beside MT stabilizer, whose call it bears; toxicity, %; measured here: cytotoxicity by cell density;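 0% = mean cell density of plate MIN control wells and 100% = no cells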
Autophagy HCS cell loss 18 h = also measured in Autophagy HCS; calls as there; toxicity, %; measured here: cell loss, nuclei count;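 cell loss after 18 h compound exposure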
Numbers without * were called inactive. Unless noted, no stated cut-off is given here; in the data, active means inhibition above about 50%; inactive means the rest. Hits appear at their usual frequency; any-hit rate near 2.9%.

What do the screens show for `Cc1cc(N2CCN(C3CCCCC3)CC2)nc2cccc(O)c12`?
MT stabilizer: 5.0; PMI inhibitors: 15%; Autophagy HCS: inactive; human PMI inhibitors: 46%; T cell modulator: inactive; TNAP activators: 1.1; Ins promoter up: 0.1; bCat nuc transl: -2.9; Lipid droplet: -21; Ins promoter up cell count: 989; Lipid droplet cells 6.5 µM: 695; bCat nuc transl cell count 5 µM: 1179; T cell modulator vesicle-bound %: 32; MT stabilizer Hoechst-high %: 1.6; MT stabilizer cytotoxicity %: 1.0; Autophagy HCS cell loss 18 h: -7

How did Cc1ccc(C)c(N2CCN(C(=O)CCCn3c(=S)[nH]c4cc5c(cc4c3=O)OCO5)CC2)c1 do in these assays?
MT stabilizer: 2.3; PMI inhibitors: 17%; Autophagy HCS: inactive; human PMI inhibitors: 14%; T cell modulator: inactive; TNAP activators: 1.1; Ins promoter up: -0.74; bCat nuc transl: -0.8; Lipid droplet: -8; Ins promoter up cell count: 1302; Lipid droplet cells 6.5 µM: 667; bCat nuc transl cell count 5 µM: 1086; T cell modulator vesicle-bound %: 7; MT stabilizer Hoechst-high %: 1.1; MT stabilizer cytotoxicity %: 6.3; Autophagy HCS cell loss 18 h: 2

How did Cc1ncc([N+](=O)[O-])n1CCOC(=O)NC(NCc1cccnc1)C(Cl)(Cl)Cl (stereo not given) do in these assays?
MT stabilizer: 3.5; PMI inhibitors: 2%; Autophagy HCS: inactive; human PMI inhibitors: 5%; T cell modulator: inactive; TNAP activators: 1.2; Ins promoter up: -0.14; bCat nuc transl: -0.7; Lipid droplet: -19; Ins promoter up cell count: 1496; Lipid droplet cells 6.5 µM: 580; bCat nuc transl cell count 5 µM: 1142; T cell modulator vesicle-bound %: 61; MT stabilizer Hoechst-high %: 2.0; MT stabilizer cytotoxicity %: 8.9; Autophagy HCS cell loss 18 h: -8

How did CCOC(=O)c1nc(SC)n(C)c1C(=O)OCC do in these assays?
T cell modulator: inactive; Ins promoter up: -0.47; bCat nuc transl: -3.2; Lipid droplet: 1; Ins promoter up cell count: 1435; Lipid droplet cells 6.5 µM: 739; bCat nuc transl cell count 5 µM: 1118; T cell modulator vesicle-bound %: 44

Results for COc1ccc(CC(=O)n2c(CC#N)nc3ccccc32)cc1OC ?
MT stabilizer: 5.6; PMI inhibitors: 14%; Autophagy HCS: inactive; human PMI inhibitors: 19%; T cell modulator: inactive; TNAP activators: 1; Ins promoter up: 0.45; bCat nuc transl: 0.8; Ins promoter up cell count: 1568; bCat nuc transl cell count 5 µM: 1431; T cell modulator vesicle-bound %: 29; MT stabilizer Hoechst-high %: 2.5; MT stabilizer cytotoxicity %: 13; Autophagy HCS cell loss 18 h: 29

How did COC(=O)c1sccc1-c1ccc(C(=O)Nc2cccc(Cl)c2)o1 do in these assays?
MT stabilizer: 2.5; PMI inhibitors: 10%; Autophagy HCS: inactive; human PMI inhibitors: 10%; T cell modulator: inactive; TNAP activators: 1; T cell modulator vesicle-bound %: 36; MT stabilizer Hoechst-high %: 2.6; MT stabilizer cytotoxicity %: 1.8; Autophagy HCS cell loss 18 h: -30

What do the screens show for `NS(=O)(=O)c1ccc(N/N=C/c2ccc3c(c2)OCO3)c([N+](=O)[O-])c1`?
MT stabilizer: 1.8; PMI inhibitors: 11%; Autophagy HCS: inactive; human PMI inhibitors: 7%; T cell modulator: inactive; TNAP activators: 0.8; Ins promoter up: -0.57; bCat nuc transl: 0.9; Ins promoter up cell count: 1527; bCat nuc transl cell count 5 µM: 1537; T cell modulator vesicle-bound %: 34; MT stabilizer Hoechst-high %: 1.7; MT stabilizer cytotoxicity %: 7.2; Autophagy HCS cell loss 18 h: -26

How did c1ccc(COc2ccc(OCCCN3CCCCC3)cc2)cc1 do in these assays?
MT stabilizer: 2.3; PMI inhibitors: -1%; Autophagy HCS: inactive; human PMI inhibitors: -3%; T cell modulator: inactive; TNAP activators: 1.1; Ins promoter up: -0.53; Lipid droplet: 25; Ins promoter up cell count: 895; Lipid droplet cells 6.5 µM: 758; T cell modulator vesicle-bound %: 29; MT stabilizer Hoechst-high %: 1.5; MT stabilizer cytotoxicity %: 8.0; Autophagy HCS cell loss 18 h: -6

What do the screens show for `Cc1cccc(N2CCN(C(=S)c3ccccc3)CC2)c1`?
MT stabilizer: 3.0; PMI inhibitors: 10%; Autophagy HCS: inactive; human PMI inhibitors: 15%; T cell modulator: inactive; TNAP activators: 1.1; Ins promoter up: -0.68; bCat nuc transl: -2.3; Lipid droplet: 3; Ins promoter up cell count: 1544; Lipid droplet cells 6.5 µM: 707; bCat nuc transl cell count 5 µM: 1033; T cell modulator vesicle-bound %: 59; MT stabilizer Hoechst-high %: 0.7; MT stabilizer cytotoxicity %: 4.0; Autophagy HCS cell loss 18 h: 22

How did O=c1c2cc(NC(=S)NC3CCCCC3)ccc2nc2n1CCCCC2 do in these assays?
MT stabilizer: 4.0; PMI inhibitors: 4%; Autophagy HCS: inactive; human PMI inhibitors: 6%; T cell modulator: inactive; TNAP activators: 1; Ins promoter up: 0.1; bCat nuc transl: -1.3; Lipid droplet: 5; Ins promoter up cell count: 1249; Lipid droplet cells 6.5 µM: 738; bCat nuc transl cell count 5 µM: 1046; T cell modulator vesicle-bound %: 60; MT stabilizer Hoechst-high %: 1.8; MT stabilizer cytotoxicity %: 11; Autophagy HCS cell loss 18 h: 9

How did O=C(c1cc2ccccc2c(=O)o1)N1CCCCCC1 do in these assays?
MT stabilizer: 2.6; PMI inhibitors: 2%; Autophagy HCS: inactive; human PMI inhibitors: -1%; T cell modulator: inactive; TNAP activators: 1; Ins promoter up: 0.62; bCat nuc transl: -0.5; Lipid droplet: -7; Ins promoter up cell count: 1167; Lipid droplet cells 6.5 µM: 657; bCat nuc transl cell count 5 µM: 472; T cell modulator vesicle-bound %: 4; MT stabilizer Hoechst-high %: 2.0; MT stabilizer cytotoxicity %: 1.1; Autophagy HCS cell loss 18 h: 14

What do the screens show for `CCOCCCNC(=S)N1CCN(CC)CC1`?
MT stabilizer: 5.5; PMI inhibitors: 3%; Autophagy HCS: inactive; human PMI inhibitors: 6%; T cell modulator: inactive; TNAP activators: 1.1; Ins promoter up: 0.12; bCat nuc transl: 0.7; Lipid droplet: -7; Ins promoter up cell count: 1425; Lipid droplet cells 6.5 µM: 643; bCat nuc transl cell count 5 µM: 1516; T cell modulator vesicle-bound %: 36; MT stabilizer Hoechst-high %: 1.7; MT stabilizer cytotoxicity %: 7.0; Autophagy HCS cell loss 18 h: 7

Results for C=COCCNC(=S)Nc1cccc(Cl)c1 ?
MT stabilizer: 1.7; PMI inhibitors: 0%; Autophagy HCS: inactive; human PMI inhibitors: -2%; TNAP activators: 1.1; Ins promoter up: 0.08; bCat nuc transl: 0.3; Lipid droplet: 8; Ins promoter up cell count: 1288; Lipid droplet cells 6.5 µM: 663; bCat nuc transl cell count 5 µM: 1521; MT stabilizer Hoechst-high %: 1.4; MT stabilizer cytotoxicity %: 2.5; Autophagy HCS cell loss 18 h: -6

Results for CCc1cc(C(=O)Nc2cc(S(=O)(=O)N(C)C)ccc2C)sc1C ?
MT stabilizer: 3.1; PMI inhibitors: -3%; Autophagy HCS: inactive; human PMI inhibitors: 1%; T cell modulator: inactive; TNAP activators: 1.2; Ins promoter up: -0.56; bCat nuc transl: -3.4; Lipid droplet: 27; Ins promoter up cell count: 1260; Lipid droplet cells 6.5 µM: 700; bCat nuc transl cell count 5 µM: 1061; T cell modulator vesicle-bound %: 51; MT stabilizer Hoechst-high %: 3.7; MT stabilizer cytotoxicity %: 11; Autophagy HCS cell loss 18 h: 5

What do the screens show for `O=[N+]([O-])c1cc(/C=N/N2CCCCC2)ccc1Cl`?
MT stabilizer: 11; PMI inhibitors: 5%; Autophagy HCS: inactive; human PMI inhibitors: 3%; T cell modulator: inactive; TNAP activators: 1.1; Ins promoter up: -1.3; bCat nuc transl: -0.3; Lipid droplet: -5; Ins promoter up cell count: 1382; Lipid droplet cells 6.5 µM: 663; bCat nuc transl cell count 5 µM: 1108; T cell modulator vesicle-bound %: 21; MT stabilizer Hoechst-high %: 1.7; MT stabilizer cytotoxicity %: 7.4; Autophagy HCS cell loss 18 h: 13

Results for O=C(NC1CCCCCC1)C1CCN(S(=O)(=O)c2cccc3cccnc23)CC1 ?
MT stabilizer: 6.1; PMI inhibitors: 9%; human PMI inhibitors: 9%; T cell modulator: inactive; TNAP activators: 1.1; Ins promoter up: -0.78; bCat nuc transl: 1.8; Ins promoter up cell count: 983; bCat nuc transl cell count 5 µM: 1153; T cell modulator vesicle-bound %: 43; MT stabilizer Hoechst-high %: 1.6; MT stabilizer cytotoxicity %: 6.0

What do the screens show for `NC(=O)Nn1c(CCC(=O)O)ccc1-c1ccc(Br)cc1`?
MT stabilizer: 2.4; PMI inhibitors: -2%; Autophagy HCS: inactive; human PMI inhibitors: -6%; T cell modulator: inactive; TNAP activators: 1; Ins promoter up: 0; bCat nuc transl: 0.5; Lipid droplet: -13; Ins promoter up cell count: 1230; Lipid droplet cells 6.5 µM: 749; bCat nuc transl cell count 5 µM: 1090; T cell modulator vesicle-bound %: 26; MT stabilizer Hoechst-high %: 2.6; MT stabilizer cytotoxicity %: 5.4; Autophagy HCS cell loss 18 h: 10
